Screening results: PubChem BioAssay, National Center for Advancing Translational Sciences (NCATS)
HTT cytoprotect = protects HTT-Q103 PC12 cells, measured by ATP; PC12 HTT-Q103 induced, cytoprotection, ATP luminescence, 40 h; Potency, µM (highest dose often 56.4 µM), inactives show cytoprotection (ATP increase), most hits filed as activators; 0.14% of 230,000 active;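 also: potency is read from the fitted curve at half-maximal effect; % of control where 0% means no effect; nearly all actives have a fitted effect of over 45% in size; toxic huntingtin expression switched on by the ecdysone agonist tebufenozide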
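ATP quantification (ATPlite) reports survival of PC12 cells in which tebufenozide, 100 nM final, switches on Htt exon 1 with 103 glutamines linked to GFP; compounds are titrated.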
CBFb-RUNX1 inh = blocks binding between human CBF-beta and RUNX1; Q01196+Q13951; AlphaScreen CBFb-His/RUNX1-biotin binding, biochemical; Potency, µM (series often up to 59.8 µM), for the others: top-dose activity, negative = inhibition, most hits filed as inhibitors; 230,000 tested, under 10 active; AID 1477; also: % of control where 0% means no effect
Target sequence (Q01196 whole entry, looked up): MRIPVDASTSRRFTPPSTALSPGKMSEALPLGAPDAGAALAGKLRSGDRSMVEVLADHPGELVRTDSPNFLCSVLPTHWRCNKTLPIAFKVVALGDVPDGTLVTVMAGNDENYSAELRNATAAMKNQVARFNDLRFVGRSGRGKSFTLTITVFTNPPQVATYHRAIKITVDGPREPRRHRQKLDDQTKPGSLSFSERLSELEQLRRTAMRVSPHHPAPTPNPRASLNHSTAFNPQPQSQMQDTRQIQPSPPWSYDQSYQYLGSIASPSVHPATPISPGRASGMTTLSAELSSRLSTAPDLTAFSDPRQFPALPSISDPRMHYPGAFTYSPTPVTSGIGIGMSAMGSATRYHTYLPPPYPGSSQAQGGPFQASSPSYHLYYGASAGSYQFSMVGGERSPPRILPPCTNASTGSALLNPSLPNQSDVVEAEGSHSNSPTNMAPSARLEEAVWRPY
Target sequence (Q13951 whole entry, looked up): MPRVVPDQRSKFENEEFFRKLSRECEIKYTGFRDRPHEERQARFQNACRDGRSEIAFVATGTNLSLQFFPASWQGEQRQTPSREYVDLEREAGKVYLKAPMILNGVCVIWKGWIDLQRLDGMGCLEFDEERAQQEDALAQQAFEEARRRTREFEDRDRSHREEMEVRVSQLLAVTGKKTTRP
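CBFb-His/RUNX1-biotin, 30 nM each, preincubated 20 min RT; compound 15 min RT; Ni + streptavidin beads 50 ng each, 90 min RT; AlphaScreen read.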
GAA glycogen mod = alters human alpha-glucosidase cleavage of glycogen; P10253; recombinant GAA, glycogen substrate, Amplex Red glucose oxidase fluorescence; Potency, µM (doses to about 76.4 µM), inactives show at the top dose activity change, negative = inhibition, actives largely listed as inhibitors; 0.38% of 300,000 active; AID 2100;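 also: potency is read from the fitted curve at half-maximal effect; 0% = full enzyme reaction and -100% = no-enzyme basal signal; the screen sought inhibitors and activators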
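Natural-substrate format: glycogen cleavage by 4 nM human enzyme, glucose read by Amplex Red coupling (Ex 573, Em 610 nm). Normalized to enzyme and no-enzyme controls.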
GAA inhib = blocks human lysosomal alpha-glucosidase; purified human GAA, 4-MU-alpha-glucoside fluorescence; Potency, µM (doses to about 76.9 µM), without a hit: at the highest dose activity change, negative = inhibition, actives largely listed as inhibitors; 0.005% of 200,000 active;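 also: potency is read from the fitted curve at half-maximal effect; plate controls were uninhibited enzyme wells for no effect and no-enzyme background for full effect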
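Compounds are titrated up to 77 uM against 4 nM human enzyme. Substrate 4-methylumbelliferyl-alpha-D-pyranoside (400 uM) reacts 20 min at room temperature in pH 5.0 buffer; liberated 4-methylumbelliferone is read at 440 nm.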
GAA spleen mod = inhibitors or activators of human alpha-glucosidase in spleen homogenate; 0.006% of 240,000 active; Potency, µM (series often up to 79.9 µM), inactives show top-dose activity change, negative = inhibition, most hits filed as inhibitors; P10253; human spleen homogenate, 4-MU-alpha-glucoside fluorescence;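 also: potency is read from the fitted curve at half-maximal effect; 0% = enzyme with vehicle and -100% = no enzyme basal signal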
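Enzyme source: human spleen homogenate, 1 ug/well. Buffer 50 mM citric acid/K phosphate pH 5.0, 0.01% Tween-20. 4-MU-alpha-glucoside 1 mM; 37 C x 40 min; NaOH/glycine stop; fluorescence.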
Lamin A splicing = LMNA splicing modulation. HeLa LMNA splicing GFP/RFP minigene ratio, 48 h. Potency, µM (highest dose often 46.1 µM), for the others: at the top dose ratio change, negative = inhibition, hits mostly inhibitors. 0.01% of 200,000 active. AID 1487; active = well fitted inhibition curve with a large enough effect in the signal ratio, with a control signal flat, not every such curve was filed as active; inconclusive = small, poorly fitted or top-dose-only effect, or effect the other way, or a change in a side signal; the % refers to the signal ratio; also: potency is read from the fitted curve at half-maximal effect; % is scaled to controls: 0 for no effect and ±100 for the full control effect
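S3 HeLa cells stably expressing lamin A-EGFP splicing minigene plus DsRed2, 600 cells/well, 48 h compound exposure at 37C. Laser-scanning cytometry; analysed as GFP (500-530 nm)/RFP (575-640 nm) total intensity ratio; 0.5% DMSO vehicle.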
HTT aggregate = inhibitors of mutant huntingtin aggregate formation in PC12 cells | PC12 HttQ103-GFP aggregates, Acumen cytometry, 40 h | Potency, µM (top dose mostly 46.1 µM), for inactives: at the highest dose activity change, negative = inhibition, most hits filed as inhibitors | 1.1% of 220,000 active; also: potency is read from the fitted curve at half-maximal effect; % is scaled to controls: 0 for no effect and ±100 for the full control effect; nearly all actives have a fitted effect of over 60% in size
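Inducible Q103 Huntingtin exon 1–GFP PC12 line, 1500 cells/well in phenol red free DMEM with 5% equine and 5% calf serum. Tebufenozide 100 nM induced expression; compounds titrated; aggregates quantified by cytometry.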
Numbers without * were called inactive; u = inconclusive; x = no result given; [ ] = dose if it differs, or a comment. Unless noted, calls follow the shape of the dose curve; as a rule, active = well fitted curve in the direction sought with a large enough effect; inconclusive = small, poorly fitted or top-dose-only effect, or another doubt; inactive = no such curve, though single readings can be large; an effect the other way counts as inactive or inconclusive. Compounds as they come; about 1.5% have a hit in one of these screens.

SMILES | HTT cytoprotect | CBFb-RUNX1 inh | GAA glycogen mod | GAA inhib | GAA spleen mod | Lamin A splicing | HTT aggregate
O=C(c1ccco1)N1CCN(c2ncnc3c2[nH]c2ccc(Br)cc23)CC1 | 19.9%[10 µM] | 1.0% | -11.9% | -8.3% | -22.4% | u | u
CCOC(=O)c1cc2c(ccn2C)n1Cc1ccc(Cl)cc1 | -4.6%[10 µM] | 0.5% | -7.7% | 6.2% | -3.6% | x | 0.3%[9.22 µM]
CCOC(=O)C1CCN(C(=O)C(C)N(c2ccc(Oc3ccccc3)cc2)S(C)(=O)=O)CC1 (stereo not drawn) | 3.0%[10 µM] | 6.1% | -17.0% | u | 0.2% | 6.2%[46 µM] | -3.0%[9.22 µM]
Cc1coc2c(O)cc3c(c12)OC1(N2CCCCC2)C(=O)NCCCC31 (stereo not drawn) | x | 0.6% | 0.7% | -1.6% | 1.1% | u | x
CCc1ccc2nc(-c3cccc(C)c3)nc(SCC(=O)NCC3CCCO3)c2c1 (stereo not drawn) | 12.7% | -2.2% | 12.4% | 3.8% | -1.0% | 5.2% | 5.1%
Cc1cc(C(F)F)nn1CC(=O)NCc1ccc(Cl)cc1Cl | -7.2%[10 µM] | 1.5% | 9.4% | 4.4% | -3.3% | -5.0% | -20.5%
COc1ccc(NC(=O)CS(=O)CC(=O)NC2CCCc3ccccc32)cc1 (stereo not drawn) | -11.3%[10 µM] | 3.2% | -2.8% | -3.0% | -7.6% | 14.7% | 21.0%
CCN(CC)C(=O)CN(c1cccc(Br)c1)S(C)(=O)=O | -10.6%[10 µM] | -0.2% | 5.1% | 0.3% | 0.6% | -3.9%[46 µM] | -1.4%[9.22 µM]
COc1cccc(-c2nn(C)c3sc(C(=O)N4CCN(c5ccccc5)CC4)cc23)c1 | -7.1% | -2.0% | x | -3.8% | 6.0% | -23.4% | 7.4%
CC1CCC(C(C)C)C(OC(=O)Cn2c(-c3ccc(F)cc3)[n+](C)c3ccccc32)C1 (stereo not drawn) | -71.7%[inhibitor][10 µM] | 6.3% | 15.9% | u | -8.0% | u | u
COc1ccc(/C=N/NC(=O)c2ccc(CN3C(=O)c4cccc5cccc3c45)cc2)cc1O | -28.8% | 25.2% | -0.7% | 0.4% | -4.1% | x | 2.7%
CN1Cc2cc(C(=O)c3ccccc3O)cnc2NC1=O | -0.1% | 1.7% | 4.8% | 3.0% | 1.5% | 5.8% | 3.4%
COc1ccccc1-n1c(SCC(N)=O)nnc1-c1ccc(S(=O)(=O)N2CCCCC2)cc1 | -13.5% | 1.0% | -2.3% | -18.6% | -10.4% | 1.6% | -3.9%
COc1cc2c(cc1OC)C(C)N(S(=O)(=O)c1cn(C)cn1)CC2 (stereo not drawn) | 12.1%[10 µM] | 6.1% | 5.6% | 8.2% | -14.1% | x | 12.2%[9.22 µM]
C1CC2CN(c3nc4nonc4nc3N3CCSCC3)CCN2C1 (stereo not drawn) | 6.2%[10 µM] | 3.7% | 20.6% | -5.2% | 1.0% | u | -4.9%[9.22 µM]
O=C(CN1C(=O)C(=O)N(C2CCCC2)C1=O)Nc1ccc(N2CCOCC2)cc1 | -75.7%[inhibitor] | -3.9% | -8.4% | 4.1% | -7.3% | x | 14.3%
CCOc1ccccc1NC(=O)CN(c1ccc(OC)cc1OC)S(=O)(=O)c1ccccc1[N+](=O)[O-] | -0.4% | -11.2% | -13.8% | -5.4% | -19.2% | 4.4%[46 µM] | -6.7%
COc1cc(OC)c(-n2c(C)cc(C=O)c2C)cc1Cl | -24.3% | -0.4% | 2.3% | u | -5.5% | 2.7% | 4.8%
CC(C)C(C)(C#N)NC(=O)CSc1nc2scc(-c3ccccc3)c2c(=O)[nH]1 (stereo not drawn) | -10.2%[10 µM] | -6.3% | 18.7% | -3.9% | -1.8% | u | 0.1%
COc1ccc(OC)c(NC(=O)C2CCCN2C(=O)C2CCC(C)CC2)c1 (stereo not drawn) | -5.3% | -10.6% | -8.0% | -3.3%[15.4 µM] | 3.2% | -8.8% | 1.0%
COc1ccc(CCNC(=O)CN(c2ccccc2)S(C)(=O)=O)cc1OC | -62.8%[inhibitor] | -12.2% | 6.5% | -12.6% | -4.7% | 4.3% | u
Cc1ccc(S(=O)(=O)N2CCN(C(=O)CC3CCCC3)CC2)cc1 | 17.3%[10 µM] | 4.6% | -1.1% | -5.7% | -5.3% | -6.9% | -11.3%
O=c1c(-c2ccccc2)nc2cnc(N3CCOCC3)nc2n1Cc1cccs1 | 7.2% | x | x | x | -1.9% | -5.6% | x
CCN(CC)c1ccc(C=C(c2nnnn2-c2ccccc2)c2nnnn2-c2ccccc2)cc1 | -29.9%[10 µM] | 7.1% | -8.4% | -22.7% | 2.4% | -2.9% | -13.0%
CN(C)c1oc(-c2ccc(OCc3ccccc3)cc2)nc1C#N | 23.3%[10 µM] | u | -5.0% | 0.4% | -5.9% | u | -4.4%

The results go on.
SMILES | HTT cytoprotect | CBFb-RUNX1 inh | GAA glycogen mod | GAA inhib | GAA spleen mod | Lamin A splicing | HTT aggregate
COc1cc(CCN2C(=O)c3cccc4cccc(c34)C2=O)c(S(=O)(=O)NCCCO)cc1OC | -32.2% | -7.1% | 1.7% | 3.4% | -1.1% | -9.6% | 4.3%
Cc1cc(-c2c(C)[nH]n(-c3ccc(Cl)cc3)c2=O)n(-c2ccccc2)n1 | -19.6% | 7.7% | u | -5.2% | -4.1% | u | -8.5%
CN(Cc1ccccc1)S(=O)(=O)c1ccc(NC(=S)NC(=O)C2CCCC2)cc1 | -29.2% | -2.8% | -0.2% | -8.5% | -7.3% | u | -11.2%
Cc1cccc(N2CCN(C(=O)c3ccccc3NC(=O)C3CCCCC3C(=O)O)CC2)c1 (stereo not drawn) | 36.3%[10 µM] | 5.1% | 9.2% | -0.3% | -7.3% | -5.1% | -9.2%
CCOc1ccccc1N1CCN(C(=O)CC(C)C)CC1 | 12.3%[0.074 µM] | 4.5% | 0.9% | -0.9% | 0.5% | -6.3% | 0.0%
Cc1cc(N2CCN(c3ccccc3)CC2)n2cc(-c3ccccc3)nc2n1 | -31.2% | -19.8% | -0.9% | 1.9% | -5.1% | -2.7% | -8.1%
CN(Cc1ccco1)c1ncnc2ccc(-c3ccc4c(c3)OCO4)cc12 | -32.5%[inhibitor] | x | x | x | 3.5% | u | x
N/C(=N\OC(=O)COc1ccc(Cl)cc1Cl)c1ccncc1 | -0.5%[10 µM] | 21.5% | 1.9% | 11.8% | -5.0% | u | -5.3%[9.22 µM]
COc1ccc(NC(=O)Cc2nn(C)c(=O)c3ccccc23)c2ncccc12 | -7.5%[10 µM] | -1.3% | 2.7% | -8.4% | 10.6% | -8.5% | -14.9%
CCOC(=O)c1c(NC(=O)CSc2ncnc3ccccc23)sc(C(C)=O)c1C | 2.51µM* | -0.2% | -6.1% | -3.2% | -5.2% | u | -22.5%
CCOc1ccccc1CN1CCN(Cc2ccc(C)o2)C(CCO)C1 (stereo not drawn) | -19.7%[10 µM] | 12.4% | -4.7% | -4.7% | 4.5% | -7.0%[46 µM] | -6.0%[9.22 µM]
Cc1ccccc1Nc1nnc(SCC(=O)c2c(N)n(C)c(=O)n(C)c2=O)s1 | -27.3% | 11.2% | 0.8% | 0.2% | -0.6% | 24.2%[46 µM] | 6.7%
CCc1ccc(NC(=S)Nc2ccc(S(=O)(=O)Nc3ncccn3)cc2)cc1 | -10.7% | 5.8% | 0.9% | 11.7% | 5.5% | 14.7%[46 µM] | 0.4%
COC(=O)c1ccc(CSc2nc3c(c(=O)n2-c2ccccc2)SCC3)o1 | -21.0%[10 µM] | -17.9% | -17.0% | 1.9% | 2.1% | -1.8% | 22.7%
O=c1c2ccccc2nc(/C=C/c2ccccc2)n1CCc1ccccc1 | 21.4%[10 µM] | 1.3% | -1.9% | 8.9% | 1.6% | u | 1.6%
COCc1nnc(NC(C)=O)s1 | 29.9%[10 µM] | 4.5% | 5.2% | -9.0% | -2.4% | u | 8.3%[9.22 µM]
CSc1cc(C)n(-c2ccc(Cl)cc2)c(=S)c1C(C)=O | 9.8% | 7.2% | 10.5% | 0.6% | 2.3% | 23.3% | 0.8%
CC(C)(Oc1ccc(Cl)cc1)C(=O)Nc1cccnc1 | -15.5% | 3.4% | 11.9% | 3.4% | 0.8% | 12.5% | -9.7%
COc1ccc(-n2nnnc2SCC(=O)Nc2cc(OC)c([N+](=O)[O-])cc2C)cc1 | -3.6% | 7.1% | 14.5% | -2.9% | -14.1% | x | u
Cn1c(=O)c2c(nc(SCC(=O)N3CCCCCC3)n2C)n(C)c1=O | -3.7%[1.9 µM] | 4.4% | -19.7% | -1.4% | 1.1% | -7.6% | -5.6%
O=C(CC12CC3CC(CC(C3)C1)C2)Nc1cccc2ncccc12 | -11.8% | -2.6% | 8.6% | -10.4% | 3.7% | -2.9% | -12.8%
CN(C)C(=S)Nc1ccc([N+](=O)[O-])cc1 | -5.8%[10 µM] | -5.8% | -15.7% | -3.1% | 0.5% | 2.4% | 1.4%
Clc1ccc(OCc2nnnn2-c2ccccc2)cc1 | 14.6%[10 µM] | -11.0% | -1.8% | 10.1% | -5.3% | -10.7% | -7.1%
CCOc1nc(Nc2ccc(OC)cc2)nc(OCC)n1 | -17.2% | 3.2% | -0.4% | -3.7% | 0.1% | 0.2% | -10.9%
